Shn3 inh set2 = Schnurri-3 reporter inhibition in Clone20 osteoblasts | Clone20 osteoblast Shn3 3'UTR firefly luciferase, 24 h | inhibition, % at 12.5 µM | actives 0.52% (n = 360,000);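 active = mean inhibition of at least 75% with every replicate also reaching 75%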;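 note: 0% = median of neutral control wells and 100% = pilot-screen positive control compound; some compounds past the cut are filed as inactive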
hiPSC survival = increases survival of single human iPS cells | hiPSC single-cell survival, ATPlite luminescence; 100% = ROCK inhibitor wells, 0% = DMSO | survival enhancement, % at 20 µM | AID 602274 | actives 0.044% (n = 360,000); in the data active = survival enhancement above about 18%;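 note: cells exposed to compounds for 16 hours before the ATP read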
NR2E3 ag-1 = NR2E3 (human) agonism; Q9Y5X4; GST-NR2E3/biotin-RetCOR TR-FRET, 1536-well; inhibition of corepressor binding, % at 4.78 µM; actives 0.12% (n = 320,000); AID 2300;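 active = percent inhibition above the cutoff of mean plus 3 SD of all tested compounds, set per screening campaign, cut at about 20% in these data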;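 note: 0% = DMSO wells and 100% = biotin wells as full block of FRET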
Target sequence (Q9Y5X4 whole entry, looked up): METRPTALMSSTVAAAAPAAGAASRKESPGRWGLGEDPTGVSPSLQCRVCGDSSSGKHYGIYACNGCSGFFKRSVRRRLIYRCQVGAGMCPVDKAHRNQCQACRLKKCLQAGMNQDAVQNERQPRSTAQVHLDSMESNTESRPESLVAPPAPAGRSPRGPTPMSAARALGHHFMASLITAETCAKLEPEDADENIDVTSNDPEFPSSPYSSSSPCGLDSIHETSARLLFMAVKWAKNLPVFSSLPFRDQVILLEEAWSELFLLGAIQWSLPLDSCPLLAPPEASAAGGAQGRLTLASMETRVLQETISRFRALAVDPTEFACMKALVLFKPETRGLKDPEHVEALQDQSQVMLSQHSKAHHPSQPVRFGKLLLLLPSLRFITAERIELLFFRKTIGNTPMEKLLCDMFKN
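Format: 1536-well format; test system: GST-NR2E3 and biotin-RetCOR proteins; read-out basis: percent inhibition of TR-FRET ratio; timing: 5 h incubation at 4 °C; detection: time-resolved FRET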
H9c2 protect = protects H9c2 cardiomyocytes from peroxide injury; H2O2 injury protection, ATPLite, 2 h; protection from H2O2 cell death, % at 20 µM; actives 0.63% (n = 360,000);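 active = compounds giving at least 50% protection of heart cells from peroxide-induced death in the single-dose screen, raw or plate-pattern-corrected value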;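 note: 0% = DMSO wells with peroxide and 100% = DMSO wells without peroxide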
NR2E3 ag-2 = activates human NR2E3 receptor; Q9Y5X4; CHO-S Gal4-NCOR/VP16-NR2E3 two-hybrid, luciferase; inhibition of corepressor binding, % at 3.98 µM; actives 0.35% (n = 360,000); AID 602229;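 active = inhibition above the mean of all tested compounds plus 3 SD, cut at about 70% in these data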;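 note: 0% = DMSO with NR2E3 transfected cells and 100% = cells lacking NR2E3 construct; higher means lower luciferase signal from less NR2E3 corepressor binding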
HIF-2a inh = HIF-2a inhibition; 786-0 RCC cells HIF-2a reporter, luciferase luminescence, overnight; inhibition, % at 18.8 µM; actives 0.72% (n = 360,000);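 active = inhibition of the luminescence signal of 40% or more relative to plate controls, in a single-dose primary screen at 18.75 µM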
CaV13 ICDI inh = Primary screen for inhibitors of IQ motif and Ca2+-dependent inactivation inhibitor domain binding in CACNA1D, Förster resonance energy transfer in living cells, …; inhibition, % at 12.3 µM; HEK cells, CFP/YFP FRET ICDI-IQ, plate reader, 10 min; percent FRET-ratio fall versus neutral wells; AID 743397; actives 0.098% (n = 340,000);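 active = mean replicate inhibition of at least 30% and at least 1% of replicates passing that level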;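 note: 0% = median of the neutral control wells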
Peg3 prom inh = inhibitors of Peg3 promoter | inhibition, % at 20 µM | AID 588405 | actives 1.7% (n = 360,000) | HeLa PEG-Prom luciferase reporter, luminescence, overnight;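 active = inhibition of at least 50% at 20 µM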
PDI turbidity = blocks human protein disulfide isomerase activity; inhibition, % at 10 µM; P07237; PDI insulin aggregation turbidity, A650, 90 min; actives 0.052% (n = 350,000);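 active = mean inhibition across replicates of 30% or more, whatever share of single replicates reach that level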;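 note: absorbance from insulin aggregation driven by PDI reduction with DTT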
Target sequence (P07237 whole entry, looked up): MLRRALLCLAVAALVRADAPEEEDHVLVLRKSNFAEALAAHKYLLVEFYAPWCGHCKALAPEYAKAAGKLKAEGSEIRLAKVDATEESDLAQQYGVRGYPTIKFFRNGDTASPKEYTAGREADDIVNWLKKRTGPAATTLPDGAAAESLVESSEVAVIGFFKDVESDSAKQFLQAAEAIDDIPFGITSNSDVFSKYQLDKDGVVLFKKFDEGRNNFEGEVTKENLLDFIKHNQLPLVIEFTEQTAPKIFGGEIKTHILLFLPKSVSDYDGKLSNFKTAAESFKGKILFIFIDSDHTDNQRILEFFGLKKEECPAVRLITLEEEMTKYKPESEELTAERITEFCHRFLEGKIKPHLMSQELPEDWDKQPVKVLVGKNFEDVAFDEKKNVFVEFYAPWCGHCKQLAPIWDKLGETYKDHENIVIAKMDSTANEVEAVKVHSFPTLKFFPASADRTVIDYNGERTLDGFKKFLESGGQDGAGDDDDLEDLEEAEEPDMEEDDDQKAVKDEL
HTR2A ag = mouse HTR2A agonism via beta-arrestin recruitment. CHO-K1 mHTR2A beta-arrestin complementation, luminescence; percent of 30 µM serotonin response. activation, % at 7.6 µM. actives 0.66% (n = 360,000);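 active = activation above a run cutoff, the mean activation of all tested compounds plus 3 SD, cut at about 14% in these data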;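 note: 0% = plate median of compound wells and 100% = 30 µM serotonin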
TRPM1 prom inh = MITF TRPM1 promoter inhibition in SK-MEL-5 cells. SK-MEL-5 TRPM1 promoter luciferase, 24 h. inhibition, % at 12.5 µM. actives 0.83% (n = 330,000). AID 488899;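 active = mean inhibition across replicates of 60% or more, whatever share of single replicates reaches that level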; note: values of inactives mirror those of a sister screen read the other way
Starred values were filed as active, the others as inactive; . = no result given. Random draw from the library. About 3.9% of those tested had a hit in this group.

SMILES	Shn3 inh set2	hiPSC survival	NR2E3 ag-1	H9c2 protect	NR2E3 ag-2	HIF-2a inh	CaV13 ICDI inh	Peg3 prom inh	PDI turbidity	HTR2A ag	TRPM1 prom inh
NC(=O)C1CC(=O)N(c2ccc(OCc3ccc(Cl)c(Cl)c3)cc2)C1 (stereo unspecified)	17	-1.4	.	-9	38	-354	-5	-298	2	1	.
O=C(COc1cccnc1[N+](=O)[O-])Nc1cc(S(=O)(=O)N2CCCCC2)ccc1Cl	8	-0.7	2	-3	-9	16	-6	8	2	-2	0
O=C(Nc1cccc(NC(=O)c2cccc(Cl)c2)c1)c1cccnc1	6	0.2	5	14	-31	-8	-4	-13	1	6	7
CCC(C)(C)n1nnnc1C(c1ccccc1OC)N1CCN(C(=O)c2ccco2)CC1 (stereo unspecified)	26	-0.5	0	-4	-9	8	-4	10	-3	4	6
CC(=O)Nc1ccc(NS(=O)(=O)c2ccc(-c3cnc(C4CC4)o3)cc2)cc1	0	0.0	-1	4	0	1	-5	7	5	-3	10
Cc1ccccc1C1CC(c2cccs2)Nc2nnnn21 (stereo unspecified)	15	-0.8	-1	-2	0	16	3	9	6	0	2
Cc1ccc(Nc2cnn(C34CC5CC(CC(CC(=O)O)(C5)C3)C4)c(=O)c2Cl)c(Cl)c1	-21	-1.0	6	3	-1	25	-5	9	4	0	4
CCc1ccc(OCC(=O)NNC(=O)c2nn(CC)c(=O)c3ccccc23)cc1	-1	0.3	0	-3	-21	15	-3	1	-5	6	12
O=C(N[C@@H](Cc1ccc(O)cc1)C(=O)O)c1ccc(C(F)(F)F)cc1	-3	-2.4	3	15	-10	10	-5	-9	7	0	-9
CC(C)(C)c1csc(NC(=O)c2ccc(Cl)s2)n1	15	-3.1	-4	-32	-132	-244	-6	-287	-2	-1	-41
COc1cc(C(=O)N2CCN(C(=O)C3COc4ccccc4O3)CC2)cc(OC)c1OC (stereo unspecified)	2	-0.4	2	1	-5	15	-7	8	0	0	3
O=C(CC(=O)Nc1cccnc1)Nc1cccnc1	-12	-0.5	-2	-6	2	13	-9	-1	2	1	12
O=C(c1ccc(NS(=O)(=O)c2ccc3[nH]c(=O)[nH]c3c2)cc1)N1CCCCC1	-6	-0.1	1	-6	8	6	-6	0	3	3	-5
CC(C)CNC(=O)COC(=O)CCC(=O)c1ccc(F)cc1	11	1.2	0	2	-8	14	-4	16	-1	-1	1
N#Cc1c(Nc2ccccc2)s[nH]c1=O	-7	-0.3	-1	15	-12	23	-21	14	1	-2	12
O=C(Nc1ccc(S(=O)(=O)Nc2cnc3ccccc3n2)cc1)c1ccc(Br)o1	9	4.6	1	-1	8	5	-5	10	-4	4	1
COc1cc(C2NC(=S)NC3=C2CCc2ccccc23)cc(OC)c1OC (stereo unspecified)	26	-1.3	8	-3	-9	12	-4	17	6	-2	-3
Fc1ccc(Oc2cnc3ccccc3n2)cc1	-10	-0.6	-1	0	-20	-46	-7	-40	-5	-4	-25
O=C(CSc1nnc(CNC(=O)c2c(F)cccc2F)o1)NCCc1ccccc1	-3	0.1	-1	-1	23	21	-11	11	-2	10	16
CC1=C(C(=O)N2CCCCCC2)CC(CC(=O)NCCc2ccccn2)C(=O)N1Cc1ccc(F)cc1 (stereo unspecified)	.	-3.0	.	.	-14	-1	-12	.	.	1	.
Cc1cc(OCC(=O)NCCc2cccc(F)c2)c2c(C)cc(=O)oc2c1	8	0.5	1	3	14	10	-14	24	-6	6	0
Cc1ccccc1CN1[C@@H](C(C)C)COCCS1(=O)=O	33	-1.1	7	-3	-52	10	-10	-1	-1	-1	5
Cc1cc(C)c(C)c(S(=O)(=O)N(C)C2CCN(C)CC2)c1C	4	0.1	4	9	-58	9	-17	-7	15	-8	6
Nc1c(C(=O)c2cccs2)oc2ccccc12	-49	-1.9	4	-2	-79	-192	-8	-132	-17	-1	-38
CCNC(=S)N1CCN(S(=O)(=O)c2ccc(C)cc2)CC1	-28	2.8	5	-1	-5	12	-4	8	4	2	4
CCOc1ccc(-c2c(C(=O)N/N=C/c3ccc(Cl)cc3)nnn2-c2nonc2N)cc1	-24	-0.2	0	11	12	5	-7	-5	5	-12	-17
COc1cc(C(=O)NCCc2ccc(F)cc2)c([N+](=O)[O-])cc1OC	-18	1.6	2	-2	6	18	-4	11	2	2	-3
CC1CN(C(=O)c2ccc(S(=O)(=O)Nc3ccccc3Cl)cc2)CC(C)O1 (stereo unspecified)	0	2.3	1	4	-29	10	-6	6	-3	-1	-7
CSc1ccc(CNC(=O)C2(C)CCCN(C(C)=O)C2)cc1 (stereo unspecified)	-9	-0.9	.	0	10	1	-6	-5	2	7	.
O=C(NCC(=O)N(c1cccnc1)C(C(=O)NC1CCCC1)c1cccs1)c1ccco1 (stereo unspecified)	-8	-0.4	-8	8	-17	13	-5	3	-3	3	9
CC(=O)n1c(-c2ccccc2)c(-c2ccccc2)n(C)c1=O	4	0.3	-2	15	3	7	-16	19	1	0	6
COc1ccc(NC(=O)CCNS(=O)(=O)c2cc(Br)cnc2N)cc1OC	4	-0.4	5	-7	13	13	-2	23	5	1	5
Cc1c(NC(=O)[C@@H](NC(=O)c2ccc(Cl)c([N+](=O)[O-])c2)C(C)C)c(=O)n(-c2ccccc2)n1C	-17	1.4	.	-5	-8	-4	-5	3	8	-5	8
COc1ccc(NC(=O)CSc2ccc(-c3cccnc3)nn2)c(OC)c1	-1	1.0	1	6	-5	3	-2	2	2	3	8
CCOC(=O)C(=CNc1ccc(Oc2cncc(Cl)c2)nc1)C(=O)OCC	3	-0.6	4	12	4	14	-1	3	6	-6	4
Cn1c(CCCNC(=O)c2cccs2)nc2ccccc21	-7	-1.1	1	2	-8	0	-8	0	-8	2	9
Cc1nnsc1C(=O)N/N=C/c1c(F)cccc1Cl	6	0.2	-2	3	-3	17	-7	10	3	-5	-3
Cc1ccc(C(=O)NCCCc2ccccc2)s1	-86	3.1	-2	1	-108	-200	-3	-254	-3	0	-83
CCN(C(=O)c1ccc2c(OC)n(CC)nc2c1)c1ccc(OC)cc1	-13	-2.0	4	2	-24	5	-10	3	0	0	-6
O=C1CN(c2ccccc2)C(=S)N1C(=O)c1ccc(Br)cc1	-72	-0.1	4	-8	-159	-315	-4	-282	11	-1	-72
C=C(C)CSc1nnc([C@@H]2CCCN2C(=O)OC(C)(C)C)o1	3	1.5	1	6	20	12	-4	8	15	0	5
CC(C)(C)NC(=O)c1cnn2c1NC(c1ccc(F)cc1)CC2C(F)(F)F (stereo unspecified)	23	-0.9	0	-9	8	-1	-3	2	-4	8	1
CC1CC=C(O)C12OCC(C)(C)CO2 (stereo unspecified)	-1	4.9	.	-1	-4	18	-5	2	-2	2	10
COc1ccc(C)cc1NC(=O)C1CCN(C(=O)c2ccco2)CC1	7	0.0	2	2	14	10	-3	7	8	-2	3
CCOc1nc(NCCO)nc(Nc2cc(Cl)ccc2OC)n1	-35	1.9	1	1	-20	4	10	1	-5	4	13
O=C1/C(=C/c2ccncc2)SC(=S)N1N1CCOCC1	1	0.5	1	4	3	16	-4	11	-4	-3	6
O=Cc1cnc(N2CCCCC2)s1	-1	-0.8	1	-4	13	-10	1	-9	6	1	7
c1ccc2occc2c1	-2	3.1	.	2	-36	-6	.	-2	.	-1	5
Cc1ccccc1C(=O)NC1CCN(C(=O)Nc2ccc(F)cc2)CC1	16	-0.2	2	-8	-4	13	-5	-290	-5	-19	7
Cc1nnc(SCC(=O)NC2CCCCCC2)n1N	-21	-1.7	-1	8	2	7	-16	-2	2	5	-4

Next section
SMILES	Shn3 inh set2	hiPSC survival	NR2E3 ag-1	H9c2 protect	NR2E3 ag-2	HIF-2a inh	CaV13 ICDI inh	Peg3 prom inh	PDI turbidity	HTR2A ag	TRPM1 prom inh
CNC(=S)NNc1nc(C)cc(C)n1	-1	1.0	0	1	-11	15	-2	-5	-9	1	-2
COc1ccccc1N(CC(=O)NCCSCc1cccc(C)c1)S(=O)(=O)c1ccccc1	22	-0.4	-2	6	4	29	-2	61*	6	-6	13
O=C(C1CC1)N1CCc2cc(Br)cc(S(=O)(=O)NCCCN3CCCCC3)c21	-3	-0.1	1	10	-1	9	-7	-2	-27	3	3
CCC(=O)NCCc1nc2ccccc2n1Cc1ccc(C)cc1	-10	-1.9	-1	6	-19	7	-9	17	-5	-8	8
Cc1csc2nc(O)c(C(=O)NCCN3CCOCC3)c(=O)n12	11	-0.4	0	-3	-23	-1	-14	6	4	7	-21
Cc1ccc(Sc2c(C)nn(C(=O)c3cccc(S(=O)(=O)N4CCOCC4)c3)c2C)cc1	3	-0.1	1	-13	-28	9	-9	-1	-5	-3	-3
O=S(=O)(c1ccc(NC(=S)N2CCN(c3ccccc3F)CC2)cc1)N1CCOCC1	23	2.0	0	-9	-1	6	-3	14	0	-3	14
CCOC(=O)COc1nc(-c2ccccc2)cc(-c2ccco2)c1C#N	-2	-0.4	1	-4	-15	26	-4	15	0	-2	-15
CCCCOc1ccc(C(=O)Oc2cccnc2)cc1	-19	-0.5	-1	-3	12	-7	-19	-8	-4	-5	-10
COc1ccc(CCNC(=O)CC(NC(=O)c2ccccc2Cl)c2ccccc2)cc1 (stereo unspecified)	3	-2.5	0	0	-22	8	-5	6	0	1	3

Two compounds picked at random from the list so far, as already listed:
SMILES	Shn3 inh set2	hiPSC survival	NR2E3 ag-1	H9c2 protect	NR2E3 ag-2	HIF-2a inh	CaV13 ICDI inh	Peg3 prom inh	PDI turbidity	HTR2A ag	TRPM1 prom inh
O=C(C1CC1)N1CCc2cc(Br)cc(S(=O)(=O)NCCCN3CCCCC3)c21	-3	-0.1	1	10	-1	9	-7	-2	-27	3	3
Cc1ccc(Sc2c(C)nn(C(=O)c3cccc(S(=O)(=O)N4CCOCC4)c3)c2C)cc1	3	-0.1	1	-13	-28	9	-9	-1	-5	-3	-3

Remaining list, next part
SMILES	Shn3 inh set2	hiPSC survival	NR2E3 ag-1	H9c2 protect	NR2E3 ag-2	HIF-2a inh	CaV13 ICDI inh	Peg3 prom inh	PDI turbidity	HTR2A ag	TRPM1 prom inh
Cc1cc(F)c(F)c(C(=O)N2CCOCC2)c1Cl	2	-2.1	3	15	-20	21	-6	-2	2	1	-20
CCc1nc(Nc2cccc(O)c2)c2oc3ccccc3c2n1	-2	0.8	.	27	-29	10	.	57*	-10	-13	-7
CCc1ccccc1NNC(=O)CCc1ccccc1	-15	-0.1	5	0	-3	11	-5	16	-2	1	24
OC(c1ccc(Cl)c(F)c1)c1ncc(-c2ccccc2Cl)[nH]1 (stereo unspecified)	12	-0.9	.	-24	-1	-24	-6	18	-5	-3	.
O=C(COc1ccccc1)Nc1ccncc1Cl	-26	-0.2	0	-11	-39	-132	-6	-120	2	10	-63

Screening results as filed in PubChem BioAssay.
